Screening data deposited in PubChem BioAssay by Broad Institute.
CFTR F508del cor = CFTR F508del correction in bronchial cells | CFBE cells, YFP halide quenching; stimulated with forskolin plus potentiator P3; % fluorescence drop versus neutral controls | activity (quench increase), % at 7.58 µM | 350,000 compounds, 0.36% hits;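 active = mean added fluorescence quench of at least 8% versus neutral control, with both replicates also reaching 8%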;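 note: cells transiently co-express mutant CFTR-F508del with the halide-sensitive YFP; corrector assay measuring rescue of mutant channel to the surface after 24 h compound exposure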
Statin myotox sup = protects C2C12 myotubes from simvastatin toxicity; ATP luminescence, 48 h; scaled: DMSO 0, geranylgeraniol control 100; rescue of ATP level, % at 7.49 µM; 330,000 compounds, 0.78% hits;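 active = mean ATP rescue above about 67%, or every replicate alone reaching that limit, limit read from the data, passing the limit was not always enough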;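 note: myotubes were challenged with 10 µM simvastatin during compound exposure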
Cneo AK release = causes C. neoformans cell lysis; adenylate kinase release luminescence, 4 h; normalised: neutral wells 0, clomiphene wells 100; lysis activity, % at 15 µM; 360,000 compounds, 0.2% hits; AID 651654;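 active = mean lysis activity across replicates of at least 80%, whatever share of replicates individually reach that level; inactive = mean lysis activity below 80%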
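Material: C. neoformans cells; Schedule: 4 h static compound exposure, 37 °C, read 1 h post-reagent; Measured by: adenylate kinase release luminescence; Read-out: signal increase indicating cell lysis; Controls: Clomiphene as positive lysis control.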
INS-1E GSIS act = GLuc luminescence reporter in INS-1E cells, primary screen for activators of glucose-dependent secretion of insulin; INS-1E GLuc reporter insulin secretion, 2-3 h; activation, % at 16.6 µM; 370,000 compounds, 0.61% hits; AID 743287;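 active = lowest replicate activation of at least 40%, so every replicate reaches that level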;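 note: 0% = median of neutral control wells and 100% = median of IBMX positive control wells; some compounds called inactive have numbers as strong as hits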
PglD DTNB = PglD (C. jejuni) enzyme inhibition; AID 602405; inhibition, % at 12.5 µM; 360,000 compounds, 0.098% hits; purified PglD enzyme, DTNB colorimetric CoA detection; in the data active = inhibition above about 16%, passing the limit was not always enough; note: strong numbers were not always called active
FN deposit inh = fibronectin deposition inhibition; inhibition, % at 12.6 µM; AID 743247; AH1F fibroblasts, Alexa488-fibronectin deposition fluorescence, overnight; 350,000 compounds, 0.086% hits;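 active = mean inhibition across replicates of 30% or more, regardless of how many single replicates reach that level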;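 note: positive control wells lacked labelled fibronectin entirely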
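Assay system: AH1F fibroblast monolayer, labelled fibronectin deposition. Amount: 10000 cells per well. Also added: labelled fibronectin 24 nM. Compound: single-point pinned compound. Incubation: cell attachment 1 h, compound and FN exposure overnight. Detection: fluorescence after three HBSS washes, excitation 485 nm, emission 525 nm. Read-out: inhibition of fibronectin deposition signal.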
miR-122 sensor = miR-122 inhibition in Huh7 cells; AID 602342; Huh7 miR-122 Renilla luciferase sensor, 48 h; neutral wells = 0, positive control = 100; 340,000 compounds, 0.3% hits; activation (reporter increase), % at 12.5 µM;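 active = mean replicate activation score at least 90 and every replicate individually at or above 90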;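 note: higher luciferase means less miR-122 activity so hits act as miR-122 inhibitors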
PGC1a acetyl inh = PGC1a acetylation modulation, inhibitor mode. U2OS PGC1a acetylation, AlphaScreen anti-acetyl-lysine; with virally co-expressed GCN5 acetyltransferase. 350,000 compounds, 0.17% hits. AID 651687. inhibition, % at 15.6 µM;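 active = every replicate shows inhibition of at least 40%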;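 note: 0% = neutral control wells and 100% = positive control wells; some results beyond the cut were filed as inactive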
The depositor's hits bear a star; . = not tested or not shown; [ ] = dose if it differs, or a comment.

SMILES | CFTR F508del cor | Statin myotox sup | Cneo AK release | INS-1E GSIS act | PglD DTNB | FN deposit inh | miR-122 sensor | PGC1a acetyl inh
C[C@@H]1CN([C@H](C)CO)C(=O)c2cccc(NS(=O)(=O)c3ccc(Cl)cc3)c2O[C@@H]1CN(C)Cc1ccncc1 | -3.1 | -12 | -2 | 22 | 1 | . | 6[16.7 µM] | 3
COCC(=O)N1[C@H](C#N)[C@@H](c2ccc(-c3cccnc3)cc2)[C@@H]1CO | -2.0 | -26 | -5 | 3 | -3 | 0 | . | 7
C=CCCC(=O)N1CCC(n2nccc2NC(=O)c2ccccc2C)CC1 | -0.2 | . | 3 | 11 | -4 | 6 | -9 | .
CC1CCCC(C)N1C(=O)COC(=O)c1c[nH]c2ccccc12 (stereo not drawn) | -0.1 | 5 | -1 | . | 2 | 4 | . | .
CCOC(=O)c1c(C)[nH]c(C)c1C(=O)COC(=O)C1CC(=O)N(CCc2ccccc2)C1 (stereo not drawn) | 1.0 | 5 | -2 | 5 | -1 | 4 | -13 | 0
C[C@@H]1CCCCO[C@@H](CN(C)Cc2ccc3c(c2)OCO3)[C@H](C)CN([C@@H](C)CO)C(=O)c2cc(NC(=O)Nc3ccc4c(c3)OCO4)ccc2O1 | -0.1 | . | 55 | -14 | 3 | -5 | -1[16.7 µM] | 11
CCCCC(=O)NNC(=S)NC(=O)c1ccc([N+](=O)[O-])cc1 | -2.2 | . | . | -11 | . | 3 | . | -5
CCCC(C)NC(=O)CN1C(=O)c2cccc3cccc1c23 (stereo not drawn) | -9.7 | -1 | 1 | -7 | -3 | 3 | 0 | 14
CN(CCOc1ccccc1)c1ccc(S(=O)(=O)N2CCCCC2)cn1 | . | . | 5 | . | 3 | . | 3 | -3
O=C(Nc1c(-c2ccccc2)nc2ccccn12)c1cccs1 | . | 4 | 2 | -1 | -1 | . | 2 | 10
O=C(NC1Cc2ccccc2C1)[C@@H]1[C@@H](CO)[C@@H]2Cn3c(ccc(C4=CCCC4)c3=O)[C@H]1N2 | . | 6 | -3 | 4 | -1 | . | . | .
CC(=O)N(C)C[C@H]1Oc2ncc(/C=C/c3ccccc3)cc2C(=O)N([C@H](C)CO)C[C@@H]1C | 1.3 | 1 | 2 | 0 | 1 | 5 | 1[16.7 µM] | -4
O=C(C=Cc1cccnc1)c1ccccc1 | -0.9 | -6 | 5 | -5 | 12 | 3 | 0 | 33
O=C(CNC(=O)c1ccc(Br)o1)NNC(=O)c1ccccc1O | 1.8 | -6 | 4 | 6 | 1 | 7 | -6 | -10
Cc1ccc(S(=O)(=O)Nc2ccc3c(c2)C(=O)N([C@@H](C)CO)C[C@@H](C)[C@H](CN(C)Cc2ccc(C(=O)O)cc2)OCCCC[C@@H](C)O3)cc1 | 0.5 | . | 12 | 32 | -1 | 1 | -4[16.7 µM] | -6
CCOC(=O)C(C#N)(Cc1cc(OC)cc(OC)c1)Cc1cc(OC)cc(OC)c1 | 4.1 | -5 | 0 | -14 | -4 | -8 | . | .
CCCN1C[C@H](C)[C@H](OC)CN(C)C(=O)c2ccc(NC(=O)Nc3ccccc3F)cc2OC[C@H]1C | -1.6 | -5 | -2 | -10 | -4 | . | . | 2
CC(=O)N/C(=C\c1ccccc1)C(=O)OCC(=O)Nc1ccc(C)c(S(=O)(=O)N(C)C)c1 | 1.4 | 1 | 1 | -6 | 1 | -2 | . | .
COc1ccc(F)cc1S(=O)(=O)N1CC(C)CC(C)C1 (stereo not drawn) | . | 16 | 1 | . | -3 | . | 11 | -54
COc1ccccc1C(=O)NCCC(=O)NC1CCCC(C)C1C (stereo not drawn) | -1.8 | 6 | -2 | 4 | -3 | . | 4 | -3
O=C(Oc1ccc(C(=S)N2CCOCC2)cc1Cl)c1ccccc1F | -0.2 | -1 | -2 | -10 | 0 | -4 | 4 | -3
COc1cccc(-c2csc(N3CCN(C(=S)Nc4cccc(Cl)c4)CC3)n2)c1 | 0.4 | 23 | 79 | -7 | 3 | . | 9 | -63
O=C(NCC(=O)N(c1cccc(F)c1)C(C(=O)NC1CCCC1)c1ccncc1)c1cccs1 (stereo not drawn) | -0.4 | 25 | 0 | -15 | -1 | -2 | . | .
CC(C)NC(=O)N(C)C[C@@H]1Oc2c(NC(=O)Nc3ccc(C(F)(F)F)cc3)cccc2C(=O)N([C@@H](C)CO)C[C@H]1C | -3.8 | -1 | 5 | -3 | -1 | . | 22[16.7 µM] | 0
Cc1ccc(NC(=O)C2CCCN(S(=O)(=O)c3cccnc3)C2)cc1C (stereo not drawn) | -2.2 | -3 | . | 4 | . | 6 | -5 | 6
Further compounds follow.
SMILES | CFTR F508del cor | Statin myotox sup | Cneo AK release | INS-1E GSIS act | PglD DTNB | FN deposit inh | miR-122 sensor | PGC1a acetyl inh
CCC(C)(C)NC(=O)C(c1ccc(OC)cc1)N(C(=O)CCC(=O)Nc1cc(C)on1)c1ccc(F)cc1 (stereo not drawn) | 0.1 | -63 | -2 | -41 | 4 | 1 | -5 | -12
C[C@@H]1CCCCO[C@@H](CN(C)Cc2ccc(C(=O)O)cc2)[C@@H](C)CN([C@H](C)CO)C(=O)c2cc(N(C)C)ccc2O1 | -3.9 | -34 | . | 4 | . | -14 | -3[16.7 µM] | 3
CCOc1ccc(C2/C(=C(/O)c3ccc(OC)cc3)C(=O)C(=O)N2c2cc(C)on2)cc1OC (stereo not drawn) | . | 25 | 1 | . | -4 | . | -17 | 13
CC(=O)N(C)C[C@@H]1Oc2cc(C#CCC(C)C)ccc2S(=O)(=O)N([C@@H](C)CO)C[C@H]1C | 3.3 | -15 | -2 | 13 | -1 | 15 | 7[16.7 µM] | 9
CC(C)NC(=O)N1[C@H](C#N)[C@H](c2ccc(-c3ccc(F)cc3)cc2)[C@@H]1CO | -1.5 | 21 | -3 | -18 | -1 | -8 | . | -5
CN(CC(=O)Nc1ccccc1Br)C(=O)c1cccn1C | 0.8 | 10 | -4 | -3 | -6 | 6 | -9 | 5
C[C@H](CO)N1C[C@H](C)[C@H](CN(C)Cc2ccc(C(F)(F)F)cc2)Oc2c(NC(=O)c3ccc(-c4nccs4)cc3)cccc2C1=O | -0.5 | -39 | 4 | -37 | -1 | . | 19[16.7 µM] | -11
C[C@@H]1CN([C@@H](C)CO)C(=O)c2cc(NC(=O)NC3CCCCC3)ccc2O[C@@H](C)CCCCO[C@H]1CN(C)C(=O)Nc1ccc2c(c1)OCO2 | -1.0 | . | 0 | -38 | 1 | -12 | 14[16.7 µM] | -3
COc1ccc(C2(CCN=Cc3ccc(N(C)C)cc3)CCOC(C)(C)C2)cc1 (stereo not drawn) | -1.0 | 29 | 19 | -7 | -8 | -4 | -18 | -2
CN1[C@@H]2Cn3c(ccc(-c4ccncc4)c3=O)[C@H]1[C@@H](C(=O)Nc1nccs1)[C@@H]2CO | -2.1 | -13 | 3 | 2 | -1 | . | 12[16.7 µM] | -5
COc1ccc(CN(C)C[C@@H]2Oc3ccc(NS(=O)(=O)c4ccc(OC)cc4)cc3C(=O)N([C@@H](C)CO)C[C@@H]2C)cc1 | -1.2 | 12 | -2 | 12 | -2 | . | -2[16.7 µM] | -2
COc1ccc(Br)c(OC)c1C(=O)NC(=O)Nc1c(F)cccc1F | 0.8 | 2 | 0 | -27 | -1 | 6 | 3 | 7
Cc1ccc(S(=O)(=O)N2CCN(C(=O)COc3ccc(Br)cc3)CC2)cc1 | 2.2 | 9 | 2 | -32 | 2 | -2 | -9 | 2
COc1ccc2nc3c(cc2c1)c(NC(=O)C1CCCO1)nn3CC(C)C (stereo not drawn) | . | 18 | -8 | . | -10 | . | 4 | -15
CC12CCC(=O)N1C(C(=O)Nc1ccc(S(=O)(=O)N3CCCCC3)cc1)CS2 (stereo not drawn) | -0.3 | 0 | . | -21 | . | -2 | 1 | 4
CS(=O)(=O)N1CC2(C1)[C@H](c1ccccc1)[C@@H](CO)N2CC1CCCC1 | -0.6 | . | . | -10 | . | -9 | . | -4
C[C@H](CO)N1C[C@H](C)[C@@H](CN(C)Cc2ccccc2)OCCCC[C@H](C)Oc2ccc(NS(=O)(=O)c3ccc(Cl)cc3)cc2C1=O | 1.4 | . | 2 | -19 | 1 | 4 | -1[16.7 µM] | 2
O=C([C@@H]1[C@@H](CO)[C@@H]2Cn3c(ccc(-c4cccnc4)c3=O)[C@@H]2N1CC1CC1)N1CCCCC1 | 0.4 | -38 | 1 | -8 | 4 | . | 31[16.7 µM] | -9
C[C@H](CO)N1C[C@H](C)[C@@H](CN(C)Cc2ccncc2)Oc2ccc(NC(=O)CCCN(C)C)cc2CC1=O | -0.4 | -2 | 8 | 14 | -3 | . | 0[16.7 µM] | 5
O=C(C[C@H]1CC[C@@H](NC(=O)c2cccc(F)c2)[C@@H](CO)O1)NCc1ccccc1 | -1.4 | 0 | 3 | 8 | 0 | 5 | . | 5
Cc1onc(C(=O)N2CCN(Cc3ccccc3)CC2)c1[N+](=O)[O-] | 0.5 | 2 | 1 | 9 | -1 | 2 | -1 | .
Cc1noc(C)c1NC(=O)Nc1cccc2c1O[C@H](CN(C)CC1CC1)[C@H](C)CN([C@H](C)CO)C2=O | 1.6 | 3 | -7 | 7 | -6 | . | -1[16.7 µM] | 2
COc1c2c(nc3occc13)C(CC=C(C)C)(OC)C(=O)C=C2 (stereo not drawn) | -3.1 | -22 | 6 | 9 | -4 | -6 | -6 | -4
CCOC(CNC(=O)C(=O)Nc1cc2c3c(c1)CC(=O)N3CCC2)OCC | -3.0 | -4 | -1 | 7 | 2 | -4 | -5 | -3
C[C@H]1CCCCO[C@@H](CN(C)C(=O)Nc2ccccc2)[C@@H](C)CN([C@@H](C)CO)C(=O)c2cc(NC(=O)c3ccccc3)ccc2O1 | -0.4 | . | -2 | 1 | 4 | 5 | -2[16.7 µM] | 7
CCCCN1C(=O)C(NC(=O)C2CC2)(C(F)(F)F)C2=C1CC(C)(C)CC2=O (stereo not drawn) | . | 0 | -4 | . | 4 | -13 | 1 | 3
Cc1noc(C)c1S(=O)(=O)Nc1ccc2c(c1)C(=O)N([C@@H](C)CO)C[C@H](C)[C@H](CN(C)S(=O)(=O)c1ccc(F)cc1)OCCCC[C@@H](C)O2 | 1.0 | . | -2 | -9 | -6 | . | -2[16.7 µM] | 10

Sorted by the number under PGC1a acetyl inh (high to low): 5 of the compounds above
Structure,CFTR F508del cor,INS-1E GSIS act,PglD DTNB,miR-122 sensor,PGC1a acetyl inh
CC12CCC(=O)N1C(C(=O)Nc1ccc(S(=O)(=O)N3CCCCC3)cc1)CS2 (stereo not drawn),-0.3,-21,.,1,4
C[C@@H]1CCCCO[C@@H](CN(C)Cc2ccc(C(=O)O)cc2)[C@@H](C)CN([C@H](C)CO)C(=O)c2cc(N(C)C)ccc2O1,-3.9,4,.,-3[16.7 µM],3
Cc1ccc(S(=O)(=O)N2CCN(C(=O)COc3ccc(Br)cc3)CC2)cc1,2.2,-32,2,-9,2
COc1ccc(CN(C)C[C@@H]2Oc3ccc(NS(=O)(=O)c4ccc(OC)cc4)cc3C(=O)N([C@@H](C)CO)C[C@@H]2C)cc1,-1.2,12,-2,-2[16.7 µM],-2
CCC(C)(C)NC(=O)C(c1ccc(OC)cc1)N(C(=O)CCC(=O)Nc1cc(C)on1)c1ccc(F)cc1 (stereo not drawn),0.1,-41,4,-5,-12

Another view of some results above.
Below each SMILES: CFTR F508del cor	Statin myotox sup	Cneo AK release	INS-1E GSIS act	PglD DTNB	FN deposit inh	miR-122 sensor	PGC1a acetyl inh
CCCCC(=O)NNC(=S)NC(=O)c1ccc([N+](=O)[O-])cc1
  -2.2	.	.	-11	.	3	.	-5
CCCC(C)NC(=O)CN1C(=O)c2cccc3cccc1c23 (stereo not drawn)
  -9.7	-1	1	-7	-3	3	0	14
